Compound activity (PubChem)
UHRF1 binding: UHRF1 methylated DNA binding inhibitors, primary screen, counter-screen for MBD2 inhibitor project, biochemical, TR-FRET, human UHRF1, single concentration; E3 ubiquitin-protein ligase UHRF1 (Homo sapiens), Q96T88; UHRF1 binding to methylated oligo; inhibition, % at 4.4 µM; hit rate 0.75% among 370,000; AID 687016, 2013; in the data active means inhibition above about 21%;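 further: UHRF1 SRA domain binding a hemimethylated CpG hairpin DNA probe; 0% = median of test compound wells and 100% = reference inhibitor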
MBD2 DNA inh: inhibitors of MBD2 binding to methylated DNA, primary screen, biochemical, TR-FRET, DNA-binding domain, human | inhibition, % at 4.4 µM | AID 686964, 2013 | hit rate 0.31% among 370,000 | MBD2 binding to methylated oligonucleotide; in the data active means inhibition above about 13%
Target sequence (Q9UBB5 whole entry, looked up, the tested form may be a part): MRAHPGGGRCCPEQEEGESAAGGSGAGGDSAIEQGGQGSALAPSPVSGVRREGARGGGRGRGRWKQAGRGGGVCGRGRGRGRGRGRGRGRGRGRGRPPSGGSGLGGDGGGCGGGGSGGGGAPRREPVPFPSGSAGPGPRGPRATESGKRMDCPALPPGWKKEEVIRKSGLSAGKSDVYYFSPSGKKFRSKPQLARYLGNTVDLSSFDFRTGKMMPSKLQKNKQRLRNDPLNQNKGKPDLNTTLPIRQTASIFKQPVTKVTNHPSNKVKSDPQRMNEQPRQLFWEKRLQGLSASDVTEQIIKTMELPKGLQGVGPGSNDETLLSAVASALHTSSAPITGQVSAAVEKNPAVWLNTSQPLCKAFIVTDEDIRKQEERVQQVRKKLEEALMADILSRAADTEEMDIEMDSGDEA
ADAM17 inh: ADAM17 inhibitors, primary screen, biochemical, QFRET; inhibition, % at 6.95 µM; recombinant ADAM17, EDANS/DABCYL FRET peptide cleavage; Disintegrin and metalloproteinase domain-containing protein 17 (Homo sapiens), P78536; hit rate 0.83% among 370,000; AID 720648, 2013;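 active means inhibition above the mean of compounds lying between control limits plus 3 SD, set per campaign, cut at about 8.5% in these data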;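 further: 0% = DMSO-only wells as the low control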
DDE Tn7 FP inh: inhibitors of Tn7 peptide binding to fibrin DD(E), primary screen, biochemical, fluorescence polarization, human fibrin, Tn7 probe. Fibrinogen beta chain (Homo sapiens), P02675. FP displacement of FITC-Tn7 peptide from fibrin DD(E); 0% = median of compound wells per plate. inhibition, % at 8.3 µM. hit rate 0.13% among 370,000. AID 720508, 2013;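 active means inhibition above the mean of compounds falling within the control limits plus 3 SD of them, cut at about 14% in these data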;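 further: 0% = plate median of compound wells and 100% = 10 µM Aha-Tn7 peptide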
Target sequence (P02675 whole entry, looked up): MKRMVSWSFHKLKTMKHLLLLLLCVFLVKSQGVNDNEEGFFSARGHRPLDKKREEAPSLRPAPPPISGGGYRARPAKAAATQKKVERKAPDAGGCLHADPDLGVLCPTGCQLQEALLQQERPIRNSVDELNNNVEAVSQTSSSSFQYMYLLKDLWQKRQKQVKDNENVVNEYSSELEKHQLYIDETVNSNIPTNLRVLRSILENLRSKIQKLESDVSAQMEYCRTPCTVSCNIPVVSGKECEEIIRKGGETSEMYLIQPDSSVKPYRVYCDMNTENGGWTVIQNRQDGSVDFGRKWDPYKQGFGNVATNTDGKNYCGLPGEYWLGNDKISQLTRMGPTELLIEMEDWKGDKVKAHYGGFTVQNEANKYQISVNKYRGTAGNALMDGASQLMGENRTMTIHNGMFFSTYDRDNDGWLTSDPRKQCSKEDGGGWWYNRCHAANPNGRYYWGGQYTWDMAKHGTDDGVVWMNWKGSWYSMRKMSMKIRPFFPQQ
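Assay system: Human fibrin DD(E) protein | Medium: Tris buffer with calcium and detergent, pH 7.8 | Reagent: 0.1 µM fluorescent Tn7 | Compound dosing: Single point at 8.3 µM | Times: 10 min preincubation, 3 h with tracer, room temperature | Detection: Fluorescence polarization of the labelled Tn7 tracer | Controls: Aha-Tn7 high control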
ASAP1 inh: inhibitors of human ASAP1 ArfGAP activity, primary screen, biochemical, fluorescence polarization | inhibition, % at 16.5 µM | ASAP1-stimulated ARF1 GTP hydrolysis, GDP FP detection | hit rate 0.19% among 360,000 | Arf-GAP with SH3 domain, ANK repeat and PH domain-containing protein 1 (Homo sapiens), … | AID 624377, 2012; in the data active means inhibition above about 25%;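 further: 0% = vehicle with enzyme and substrate and 100% = no enzyme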
PLCg1 inh: PLC-gamma1 enzyme inhibitors, primary screen, biochemical, fluorescence, purified enzyme. fluorogenic substrate. inhibition, % at 12.2 µM. hit rate 0.84% among 370,000. AID 720700, 2013; in the data active means inhibition above about 9.5%
PLCb3 inh: human PLC-beta3 inhibitors, primary screen, biochemical, fluorescence; inhibition, % at 12.2 µM; hit rate 0.18% among 370,000; AID 720704, 2013; Purified PLC-beta3, fluorogenic substrate; 1-phosphatidylinositol 4,5-bisphosphate phosphodiesterase beta-3 (Homo sapiens), Q01970; in the data active means inhibition above about 11%;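 further: 0% = median of compound wells on plate and 100% = full blocker control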
proKLK7 act: proKLK7 zymogen activators, primary screen, biochemical, fluorescence intensity; purified proKLK7, EDANS-DABCYL substrate fluorescence; 100% is mature enzyme control, 0% vehicle; Kallikrein-7 (Homo sapiens), P49862; hit rate 0.9% among 370,000; activation, % at 7 µM;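 active means activation above the mean of all tested compounds plus 3 SD, computed per campaign excluding outliers beyond control limits, cut at about 13% in these data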
DDE Tn6 FP inh: inhibitors of Tn6 peptide binding to fibrin DD(E), primary screen, biochemical, fluorescence polarization, human fibrin, Tn6 probe | Fibrinogen beta chain (Homo sapiens), P02675 | hit rate 0.21% among 370,000 | inhibition, % at 8.3 µM | Fibrin DD(E) TRITC-Tn6 fluorescence polarization displacement;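 active means inhibition above a per-campaign cutoff: mean of compounds within control limits plus 3 SD, cut at about 15% in these data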;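 further: 0% = median of all compound wells on the plate and 100% = blocking peptide control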
ARFGAP1 inhibitor: inhibitors of rat ARFGAP1 GAP activity, primary screen, biochemical, fluorescence polarization, GDP tracer | ADP-ribosylation factor GTPase-activating protein 1 (Rattus norvegicus), Q62848 | Arfgap1-stimulated ARF1 GTP hydrolysis, GDP FP detection | inhibition, % at 16.5 µM | hit rate 0.26% among 360,000 | AID 651572, 2012;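 active means inhibition above a per-plate limit, mean inhibition of low control wells plus 3 SD, cut at about 25% in these data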;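 further: 0% = DMSO wells with enzyme and 100% = wells lacking Arfgap1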
Target sequence (Q62848 1-136 limits assumed): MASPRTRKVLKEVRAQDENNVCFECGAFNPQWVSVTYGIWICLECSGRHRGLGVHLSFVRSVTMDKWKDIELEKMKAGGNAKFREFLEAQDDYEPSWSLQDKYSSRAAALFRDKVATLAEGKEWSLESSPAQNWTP
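Material: rat Arfgap1 catalytic domain, aa 1-136; also added: human ARF1(Δ1-17)-GTP substrate; compound dosing: one concentration, 16.5 µM, DMSO 1.26%; incubation: GTP hydrolysis reaction 2 h at 25 °C; measured by: Tracer-displacement fluorescence polarization with EDTA stop, 620/688 nm; evaluation: % inhibition from polarization; repeats: one replicate per compound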
* hit, by the source's call.

The first 2 entries, to show the layout:
Screening c1ccc(SCc2nc(-c3cccnc3)no2)cc1 returned UHRF1 binding 1.0, MBD2 DNA inh -3.6, ADAM17 inh 1.1, DDE Tn7 FP inh -0.7, ASAP1 inh 10.2, PLCg1 inh 0.8, PLCb3 inh -3.9, proKLK7 act 1.1, DDE Tn6 FP inh -2.0 and ARFGAP1 inhibitor -6.8.
Cc1ccoc1C(=O)Nc1cccc(Oc2ccccc2)c1 was read as UHRF1 binding 0.5, MBD2 DNA inh -3.4, ADAM17 inh 5.0, DDE Tn7 FP inh 5.9, ASAP1 inh 4.4, PLCg1 inh -1.2, PLCb3 inh -1.3, proKLK7 act 0.2, DDE Tn6 FP inh 0.7 and ARFGAP1 inhibitor -2.9.

The whole of this part (from the top)
Screening c1ccc(SCc2nc(-c3cccnc3)no2)cc1 returned UHRF1 binding 1.0, MBD2 DNA inh -3.6, ADAM17 inh 1.1, DDE Tn7 FP inh -0.7, ASAP1 inh 10.2, PLCg1 inh 0.8, PLCb3 inh -3.9, proKLK7 act 1.1, DDE Tn6 FP inh -2.0 and ARFGAP1 inhibitor -6.8.
Cc1ccoc1C(=O)Nc1cccc(Oc2ccccc2)c1 was read as UHRF1 binding 0.5, MBD2 DNA inh -3.4, ADAM17 inh 5.0, DDE Tn7 FP inh 5.9, ASAP1 inh 4.4, PLCg1 inh -1.2, PLCb3 inh -1.3, proKLK7 act 0.2, DDE Tn6 FP inh 0.7 and ARFGAP1 inhibitor -2.9.
For Cc1ccc(C)c(NC(=O)Cn2nnc(C(=O)NCc3ccco3)c2N)c1 the results were UHRF1 binding -0.4, MBD2 DNA inh -0.1, ADAM17 inh 2.0, DDE Tn7 FP inh -0.2, ASAP1 inh 7.0, PLCg1 inh 0.7, PLCb3 inh -5.5, proKLK7 act -0.4, DDE Tn6 FP inh 0.3 and ARFGAP1 inhibitor 10.9.
For COc1ccccc1N1CCN(C(=O)Cc2cccs2)CC1 the results were UHRF1 binding -2.4, MBD2 DNA inh 1.1, ADAM17 inh -3.0, DDE Tn7 FP inh 4.3, ASAP1 inh 2.6, PLCg1 inh 0.2, PLCb3 inh -3.8, proKLK7 act -0.1, DDE Tn6 FP inh 1.2 and ARFGAP1 inhibitor 1.0.
For O=c1[nH]c2cc3c(cc2cc1CN(CC1CCCO1)S(=O)(=O)c1ccc(Cl)cc1)OCCO3 (stereo unspecified) the results were UHRF1 binding -0.3, MBD2 DNA inh -0.5, ADAM17 inh -17.9, DDE Tn7 FP inh -8.9, ASAP1 inh 1.8, PLCg1 inh -5.2, PLCb3 inh -7.0, proKLK7 act 0.3, DDE Tn6 FP inh -1.2 and ARFGAP1 inhibitor -5.2.
For O=C1C(Cl)=C(Nc2ccccc2O)C(=O)N1c1ccccc1 the results were UHRF1 binding -2.4, MBD2 DNA inh -2.2, ADAM17 inh -6.2, DDE Tn7 FP inh -1.5, ASAP1 inh -8.3, PLCg1 inh 0.4, PLCb3 inh -5.5, proKLK7 act 0.8, DDE Tn6 FP inh 0.8 and ARFGAP1 inhibitor 15.4.
COc1ccccc1CNC(=O)COC(=O)c1cc(-c2ccco2)nc2ccccc12 was read as UHRF1 binding 31.4*, MBD2 DNA inh 19.6*, ADAM17 inh -9.6, DDE Tn7 FP inh -0.9, ASAP1 inh -3.6, PLCg1 inh -24.1, PLCb3 inh -43.6, proKLK7 act 1.4, DDE Tn6 FP inh -2.0 and ARFGAP1 inhibitor 4.2.
For O=C(Nc1sc2c(c1C(=O)O)CCCCC2)c1ccccc1F the results were UHRF1 binding 5.3, MBD2 DNA inh 1.5, ADAM17 inh -6.7, DDE Tn7 FP inh -2.0, ASAP1 inh -1.0, PLCg1 inh -134.6, PLCb3 inh -140.0, proKLK7 act 1.1, DDE Tn6 FP inh 1.6 and ARFGAP1 inhibitor 2.9.
Screening O=c1c(-c2ccccc2)c(O)nc2ccccn12 returned UHRF1 binding -1.5, MBD2 DNA inh 1.3, ADAM17 inh -8.2, DDE Tn7 FP inh -2.9, ASAP1 inh -3.4, PLCg1 inh -135.2, PLCb3 inh -138.5, proKLK7 act 0.1, DDE Tn6 FP inh 5.9 and ARFGAP1 inhibitor -7.8.
CC(=O)N1CCC(C(=O)NCCOc2cccc(C)c2)CC1 was read as UHRF1 binding -0.5, MBD2 DNA inh -3.6, ADAM17 inh -0.2, DDE Tn7 FP inh -3.5, ASAP1 inh 22.4, PLCg1 inh -0.7, PLCb3 inh -4.3, proKLK7 act 0.6, DDE Tn6 FP inh -3.3 and ARFGAP1 inhibitor -11.3.
Screening O=C(COC(=O)c1c[nH]c2ccccc12)Nc1ccccc1 returned UHRF1 binding -0.3, MBD2 DNA inh 2.8, ADAM17 inh -0.3, DDE Tn7 FP inh 6.6, ASAP1 inh 0.5, PLCg1 inh 1.8, PLCb3 inh -4.1, proKLK7 act 0.1, DDE Tn6 FP inh 7.4 and ARFGAP1 inhibitor 3.3.
Screening CNNC(=S)Nc1cccc(C(F)(F)F)c1 returned UHRF1 binding 1.9, MBD2 DNA inh 0.9, ADAM17 inh 4.0, DDE Tn7 FP inh -5.9, ASAP1 inh -12.9, PLCg1 inh 2.9, PLCb3 inh -3.8, proKLK7 act 0.0, DDE Tn6 FP inh -2.1 and ARFGAP1 inhibitor -1.1.
`COc1ccc(NC(=O)c2ccc(C)cc2)c(OC)c1` gave UHRF1 binding 2.9, MBD2 DNA inh -1.3, ADAM17 inh -2.7, DDE Tn7 FP inh 2.2, ASAP1 inh 14.5, PLCg1 inh 2.7, PLCb3 inh 3.7, proKLK7 act 0.9, DDE Tn6 FP inh -1.7 and ARFGAP1 inhibitor 3.9.
Screening CN(C)c1nc(N/N=C/c2ccccc2O)nc(Nc2ccc(F)cc2)n1 returned UHRF1 binding -2.3, MBD2 DNA inh 0.4, ADAM17 inh -1.9, DDE Tn7 FP inh -6.3, ASAP1 inh -2.7, PLCg1 inh -5.4, PLCb3 inh 0.3, proKLK7 act -0.8, DDE Tn6 FP inh -6.9 and ARFGAP1 inhibitor 4.9.
For COc1cccc(C(=O)Nc2ccc(N3CCCC3)cc2)c1 the results were UHRF1 binding -0.3, MBD2 DNA inh 1.1, ADAM17 inh 1.7, DDE Tn7 FP inh 0.6, ASAP1 inh 19.0, PLCg1 inh -1.7, PLCb3 inh -3.6, proKLK7 act 0.6, DDE Tn6 FP inh 1.5 and ARFGAP1 inhibitor 7.9.
For CCOc1cc(C2c3c(n[nH]c3C)C(=O)N2c2ccc(Br)cc2)ccc1O (stereo unspecified) the results were UHRF1 binding 2.7, MBD2 DNA inh 5.4, ADAM17 inh 0.1, DDE Tn7 FP inh 8.3, ASAP1 inh 2.7, PLCg1 inh -4.6, PLCb3 inh -7.8, proKLK7 act 0.1, DDE Tn6 FP inh -0.9 and ARFGAP1 inhibitor 3.9.
`COP(=O)(/C=C/c1ccccc1)C(O)c1ccc(F)cc1` (stereo unspecified) gave UHRF1 binding 6.9, MBD2 DNA inh 7.4, ADAM17 inh -3.7, DDE Tn7 FP inh 2.4, ASAP1 inh 9.3, PLCg1 inh 7.7, PLCb3 inh 0.1, proKLK7 act 0.3, DDE Tn6 FP inh -0.9 and ARFGAP1 inhibitor 4.9.
Screening CN(CC(=O)Nc1ccc(OC(F)(F)F)cc1)C1CCCCC1 returned UHRF1 binding 6.0, MBD2 DNA inh 8.8, ADAM17 inh -6.3, DDE Tn7 FP inh 2.4, ASAP1 inh 2.3, PLCg1 inh 2.0, PLCb3 inh -6.5, proKLK7 act -0.2, DDE Tn6 FP inh -3.8 and ARFGAP1 inhibitor 8.6.
C=CCNC(=O)c1ccc(CSc2nc3ccccc3s2)cc1 was read as UHRF1 binding -4.0, MBD2 DNA inh -7.1, ADAM17 inh 2.9, DDE Tn7 FP inh -6.6, ASAP1 inh -0.5, PLCg1 inh -1.0, PLCb3 inh -13.6, proKLK7 act -0.1, DDE Tn6 FP inh -4.4 and ARFGAP1 inhibitor 3.5.
O=C1/C(=C/c2ccco2)SC(=S)N1CC1CCCO1 (stereo unspecified) was read as UHRF1 binding 28.8*, MBD2 DNA inh 8.0, ADAM17 inh -3.4, DDE Tn7 FP inh 6.3, ASAP1 inh -8.6, PLCg1 inh -9.3, PLCb3 inh -17.3, proKLK7 act -0.4, DDE Tn6 FP inh 2.1 and ARFGAP1 inhibitor 0.6.
For CCOC(=O)C(NC(=O)c1ccc(Cl)cc1Cl)(Nc1ccc(C)cc1)C(F)(F)F (stereo unspecified) the results were UHRF1 binding 0.4, MBD2 DNA inh -4.4, ADAM17 inh -0.1, DDE Tn7 FP inh 7.6, ASAP1 inh -11.3, PLCg1 inh 0.0, PLCb3 inh 3.2, proKLK7 act 0.1, DDE Tn6 FP inh -1.1 and ARFGAP1 inhibitor 9.2.
Screening O=C(Cn1ccc(NC(=O)OCc2ccccc2)nc1=O)NCCCN1CCCC1=O returned UHRF1 binding 0.6, MBD2 DNA inh 3.1, ADAM17 inh -5.0, DDE Tn7 FP inh 1.9, ASAP1 inh -4.5, PLCg1 inh 2.7, PLCb3 inh -0.8, proKLK7 act 0.0, DDE Tn6 FP inh 2.8 and ARFGAP1 inhibitor 4.3.
`O=C(N[C@H](C(=O)N1CCC[C@H]1C(=O)NCCc1ccccc1Cl)C1CCCCC1)C1CC1` gave UHRF1 binding -0.3, MBD2 DNA inh -4.5, ADAM17 inh -1.5, DDE Tn7 FP inh -8.0, ASAP1 inh -5.7, PLCg1 inh 2.2, PLCb3 inh 2.7, proKLK7 act 0.4, DDE Tn6 FP inh -10.2 and ARFGAP1 inhibitor 6.5.
O=C(Nc1ccc(Cc2ccncc2)cc1)c1ccc(Cl)c([N+](=O)[O-])c1 was read as UHRF1 binding 1.3, MBD2 DNA inh 0.6, ADAM17 inh -0.6, DDE Tn7 FP inh -0.3, ASAP1 inh -10.8, PLCg1 inh -1.9, PLCb3 inh 1.6, proKLK7 act 0.1, DDE Tn6 FP inh -1.3 and ARFGAP1 inhibitor -3.0.
Screening COc1ccc(OCC(=O)NCCNC(=O)c2ccccn2)cc1 returned UHRF1 binding 0.3, MBD2 DNA inh 2.4, ADAM17 inh -1.0, DDE Tn7 FP inh 8.2, ASAP1 inh -0.1, PLCg1 inh 2.0, PLCb3 inh -5.9, proKLK7 act -0.2, DDE Tn6 FP inh 3.4 and ARFGAP1 inhibitor 8.4.

Random draw from the library, and some 4.1% of all compounds hit somewhere here.
